Bioassay records from PubChem.
TRPV1 agonist: HTS Assay for Compounds that Act as Agonists of the Vanilloid Receptor 1; Transient receptor potential cation channel subfamily V member 1 (Homo sapiens), Q8NER1; TRPV1-expressing cells, Fluo-8 calcium influx, agonist mode; activation, % at 8.33 µM; actives 0.19% (n = 320,000); AID 540275, 2011; in the data active = activation above about 80%; inconclusive = between about 30% and that limit; also: 0% is about no effect
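TRPV1-expressing cells were cultured overnight at 35.5C and loaded with Fluo-8 calcium dye for 40 to 90 min at room temperature. After a 10 s baseline, compound was added and calcium influx was read kinetically for 3 min (ex 480/em 520 nm).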
BRCA1 expr act: qHTS Assay to Identify Small Molecule Activators of BRCA1 Expression; MCF7-BRCA1-FFLuc reporter, luminescence, 48 h; response scale: scaled: vehicle 0%, 10 µM genistein 100%; Potency, µM (highest dose often 46.1 µM), for inactives: at the top dose activation, actives largely listed as activators; actives 1.1% (n = 380,000); AID 624202, 2012; also: potency is read from the fitted curve at half-maximal effect; nearly all actives have a fitted effect of over 80% in size; some results filed as inactive show a strong effect at the top dose
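Luminescence from a BRCA1-driven firefly luciferase in MCF7 cells was read after 48 h compound exposure at 37 C. Data normalized against DMSO and a 10microM genistein activation control, then curve-fitted across the titration.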
RORg inh: qHTS for inhibitors of ROR gamma transcriptional activity; Nuclear receptor ROR-gamma (Mus musculus), P51450; AID 2551, 2010; Potency, µM (top dose mostly 53.6 µM), without a hit: at the highest dose activity change, negative = inhibition, usual class: inhibitors; actives 5.4% (n = 310,000); Drosophila S2 Gal4-RORgamma UAS-luciferase reporter, 20 h; also: potency is read from the fitted curve at half-maximal effect; % is scaled to controls: 0 for no effect and ±100 for the full control effect; nearly all actives have a fitted effect of over 60% in size
Target sequence (P51450 whole entry, looked up, the tested form may be a part): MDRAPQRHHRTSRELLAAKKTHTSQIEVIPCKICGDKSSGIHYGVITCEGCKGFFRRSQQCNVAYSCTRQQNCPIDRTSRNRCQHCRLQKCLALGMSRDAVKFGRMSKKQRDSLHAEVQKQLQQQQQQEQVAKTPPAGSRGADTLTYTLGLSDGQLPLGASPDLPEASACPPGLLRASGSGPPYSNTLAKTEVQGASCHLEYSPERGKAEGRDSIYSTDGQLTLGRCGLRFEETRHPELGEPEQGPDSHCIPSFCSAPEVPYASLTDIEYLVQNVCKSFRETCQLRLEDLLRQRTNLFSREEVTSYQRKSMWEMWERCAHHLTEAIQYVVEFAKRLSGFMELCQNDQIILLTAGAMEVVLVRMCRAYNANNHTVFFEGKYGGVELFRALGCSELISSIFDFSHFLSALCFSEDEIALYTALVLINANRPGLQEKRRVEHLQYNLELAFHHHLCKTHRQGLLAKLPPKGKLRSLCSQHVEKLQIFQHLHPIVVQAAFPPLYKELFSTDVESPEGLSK
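Using a luciferase readout, inhibitors were identified by reduced reporter activity in Drosophila cells coexpressing a copper-inducible Gal4–ROR gamma fusion and UAS-driven Photinus luciferase, incubated 20 hr after 700 uM copper sulfate.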
ELG1 genotox: qHTS screen for small molecules that induce genotoxicity in human embryonic kidney (HEK293T) cells expressing luciferase-tagged ELG1; HEK293T ELG1-luciferase reporter, luminescence, 16 h; Potency, µM (titrated, usually from 46 µM), without a hit: at the highest dose activity change, positive = activation, hits mostly activators; actives 1.3% (n = 330,000); also: potency is read from the fitted curve at half-maximal effect; % of control where 0% means no effect; nearly all actives have a fitted effect of over 60% in size
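DMSO vehicle served as control against compound-treated ELG1-luciferase HEK293T cells; exposure lasted 16 hr at 37 °C and 5% CO2, followed by ONE-Glo luminescence detection after 30 min.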
Rab9 prom act: qHTS Assay for Rab9 Promoter Activators; Huh7 Rab9 promoter-luciferase reporter, luminescence, 24 h; AID 485297, 2010; actives 2.8% (n = 320,000); Potency, µM (series often up to 9.22 µM), for inactives: top-dose activation, negative = inhibition, usual class: activators; also: potency is read from the fitted curve at half-maximal effect; % of control where 0% means no effect; nearly all actives have a fitted effect of over 60% in size
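Measured in stably transfected Huh7 cells bearing a Rab9 promoter–luciferase construct: 24 h compound treatment at 37 °C, followed by luminescence detection.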
p53 reactivator: qHTS assay for re-activators of p53 using a Luc reporter; H1299 p53-A138V BP100-luciferase reporter, luminescence, 24 h; Potency, µM (highest dose often 92.2 µM), without a hit: at the top dose activity change, positive = activation, most hits filed as activators; actives 0.063% (n = 320,000); also: potency is read from the fitted curve at half-maximal effect; % of control where 0% means no effect; nearly all actives have a fitted effect of over 45% in size
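H1299 (p53-null), stable ts p53-A138V + BP100-Luc; 1000 cells/well, Opti-MEM/10% FBS; cpd 4 pt, 1:5; 24 h, 37 deg C, 5% CO2; detection reagent 10 min RT; luminescence.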
Gal4-VP16 FLuc: VP16 counterscreen qHTS for inhibitors of ROR gamma transcriptional activity; Drosophila S2 Gal4-VP16 UAS-luciferase, luminescence, 20 h; Potency, µM (top dose mostly 53.6 µM), inactives show top-dose activity, negative = inhibition, hits mostly inhibitors; actives 3.5% (n = 310,000); AID 2546, 2010;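 also: Gal4-VP16 expression switched on by copper sulfate through the metallothionein promoter; potency is read from the fitted curve at half-maximal effect; % is scaled to controls: 0 for no effect and ±100 for the full control effect; nearly all actives have a fitted effect of over 50% in size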
FLuc modulator: qHTS profiling assay for firefly luciferase inhibitor/activator using purifed enzyme and Km concentrations of substrates (counterscreen for miR-21 project); purified FLuc, Km substrates, luminescence inhibition; Potency, µM (top dose mostly 57.5 µM), inactives show top-dose activity change, negative = inhibition, actives largely listed as inhibitors; Luciferin 4-monooxygenase (Photinus pyralis), P08659; actives 6.9% (n = 360,000);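 also: potency is read from the fitted curve at half-maximal effect; plate controls were vehicle for no effect and reference inhibitor for full effect; nearly all actives have a fitted effect of over 55% in size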
Target sequence (P08659 whole entry, looked up): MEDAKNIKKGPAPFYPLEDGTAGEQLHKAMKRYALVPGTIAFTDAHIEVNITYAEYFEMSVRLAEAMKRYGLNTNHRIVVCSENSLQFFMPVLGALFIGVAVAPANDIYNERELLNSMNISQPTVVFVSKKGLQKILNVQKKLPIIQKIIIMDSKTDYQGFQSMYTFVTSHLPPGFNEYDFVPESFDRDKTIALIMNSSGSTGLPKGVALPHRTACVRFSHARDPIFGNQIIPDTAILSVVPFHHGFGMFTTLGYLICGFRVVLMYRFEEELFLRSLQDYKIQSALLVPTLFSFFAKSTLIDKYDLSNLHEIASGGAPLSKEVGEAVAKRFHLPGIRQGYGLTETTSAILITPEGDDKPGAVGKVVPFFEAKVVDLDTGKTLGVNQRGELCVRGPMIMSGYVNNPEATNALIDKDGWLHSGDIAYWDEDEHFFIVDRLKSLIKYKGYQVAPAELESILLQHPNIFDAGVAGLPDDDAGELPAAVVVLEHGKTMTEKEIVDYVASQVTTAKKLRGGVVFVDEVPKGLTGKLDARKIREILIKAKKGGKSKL
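Biochemical qHTS of compounds, final roughly 60 µM downward over six points, against 10 nM purified firefly luciferase using Km concentrations of substrates (10 uM D-luciferin, 10 uM ATP) in Tris acetate pH 7.5 buffer; luminescence output.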
ELG1 DNA repair: qHTS screen for small molecules that inhibit ELG1-dependent DNA repair in human embryonic kidney (HEK293T) cells expressing luciferase-tagged ELG1 | actives 2.3% (n = 330,000) | Potency, µM (titrated, usually from 46.1 µM), for the others: top-dose activity change, negative = inhibition, actives largely listed as inhibitors | AID 504467, 2011 | HEK293T ELG1-luciferase reporter, luminescence, 16 h; DNA damage induced by 5-fluorouridine; also: potency is read from the fitted curve at half-maximal effect; % is scaled to controls: 0 for no effect and ±100 for the full control effect; nearly all actives have a fitted effect of over 55% in size
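DMSO vehicle served as the neutral condition. Each well held 2,000 cells given 5-fluorouridine plus compound; after 16 hr at 37 °C/5% CO2, ONE-Glo was added and luciferase measured 30 min later.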
Tb PFK block: qHTS Assay to Find Inhibitors of T. brucei phosphofructokinase. actives 0.17% (n = 330,000). AID 485367, 2010. ATP-dependent 6-phosphofructokinase (Trypanosoma brucei brucei), O15648. T. brucei PFK, ADP-Glo luminescence. Potency, µM (top dose mostly 57.5 µM), inactives show at the highest dose activity, negative = inhibition, most hits filed as inhibitors;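 also: potency is read from the fitted curve at half-maximal effect; 0% = uninhibited 1x PFK enzyme wells and -100% = no-enzyme wells; nearly all actives have a fitted effect of over 60% in size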
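PFK 1.25 nM, F6P 0.5 mM, ATP 0.1 mM, 0.1 M TEA pH 8.0, 5 mM MgCl2, 0.01% Tween20, 0.1% BSA; 45 min RT. ADP-Glo readout. qHTS titration up to 57 uM; curves fitted, compounds curve-classed.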
NPC1 promoter act: qHTS Assay for NPC1 Promoter Activators | Huh7 NPC1 promoter luciferase reporter, 24 h | Potency, µM (titrated, usually from 9.22 µM), without a hit: at the highest dose activation, hits mostly activators | actives 2.4% (n = 320,000) | AID 485313, 2010;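 also: potency is read from the fitted curve at half-maximal effect; % of control where 0% means no effect; nearly all actives have a fitted effect of over 60% in size; reporter is driven by a mutant NPC1 promoter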
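Luminescence from an NPC1 promoter-driven luciferase reporter in stably transfected Huh7 cells was measured after 24 h compound treatment at 37 °C, followed by 10 min ambient incubation with luciferase detection reagent.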
Active calls of the source: *; u = inconclusive; x = not tested or not shown; & = joins results of further samples; [ ] = another dose, or the depositor's remark. Unless noted, calls follow the shape of the dose curve; as a rule, active = well fitted curve in the direction sought with a large enough effect; inconclusive = small, poorly fitted or top-dose-only effect, or another doubt; inactive = no such curve, though single readings can be large; an effect the other way counts as inactive or inconclusive.

SMILES | TRPV1 agonist | BRCA1 expr act | RORg inh | ELG1 genotox | Rab9 prom act | p53 reactivator | Gal4-VP16 FLuc | FLuc modulator | ELG1 DNA repair | Tb PFK block | NPC1 promoter act
CCN(CC(=O)NCc1ccc(Cl)cc1)C(=O)/C=C/c1cccs1 | 11 | -10% | -3% | -4% | 1% | -4% | 27% | -7% | -2% | 2% | -4%
CC(=O)c1c(C)[nH]c(C(=O)NCc2ccco2)c1C | 0 | -21% | 7% | -3% | -2% | u | 4% | 3% | 10% | -2% | -2%
O=C(Cn1nc(-c2ccc(Cl)cc2)c2ccccc2c1=O)NCC1CCCO1 (configuration not stated) | 3 | -27% | 23% | 0% | 20% | 0% | 0% | 1% | 10% | -4% | u
Cc1ccc(C)c(NC(=O)CSc2nnc(-c3ccncc3)o2)c1 | -4 | 0% | 4% | 2% | -2% | 4% | -5% | 1% | u | -8% | 0%
CC(C)C1CC(c2ccccc2)(C(CN)CO)CCO1 (configuration not stated) | 4 | 0% | -17% | -5% | -9% | 9% | 14% | -1% | -2% | -5% | 6%
CCCCOc1c(Br)cc(/C=N/O)cc1OCC | 0 | 1% | 76% | -1% | -4% | -6% | -30% | -1% | 10% | 10% | -5%
COC(=O)c1cc(Br)c(=O)n(-c2nccs2)c1 | -1 | -35% | 2% | 0% | 0% | -6% | -1% | 1% | 2% | -1% | 2%
O=C(COc1ccc(-c2nnco2)cc1)Nc1c(F)cccc1F | -1 | 0% | x | u | 2% | 0% | x | -14% | -11% | 9% | 1%
COc1ccc([N+](=O)[O-])cc1N(CC(=O)NCC1CCCO1)S(C)(=O)=O (configuration not stated) | -1 | -15% | -12% | 2% | -1% | -1% | -9% | 0% | -4% | 1% | -1%
CN(CC(=O)Nc1ccccc1Cl)C(=O)CN1C(=O)C2CCCCC2C1=O (configuration not stated) | -4 | 13% | x | -5% | 13% | -5% | x | -1% | 5% | -6% | -5%
Cc1ccc(OCC(=O)NNC(=S)NC(=O)c2cccs2)c(C)c1 | -2 | -1% | 10µM* | 2% | -2% | -7% | 11µM* | -6% | 14% | 1% | 1%
CCOC(=O)C1=C(C)Nc2sc(C(=O)c3ccc(Br)cc3)c(N)c2C1c1ccc(C(=O)OC)cc1 (configuration not stated) | -1 | -27% | 8% | 5% | -3% | 1% | 1% | 1% | u | 0% | -4%
COCCCN1C(=O)N(c2ccccc2)C(=O)C1CC(=O)Nc1ccc(F)cc1 (configuration not stated) | -1 | 8% | -2% | 1% | -17% | 4% | -3% | -1%&-3% | 5% | -1% | -7%
Fc1ccc(NCc2nnc(SCc3ccccc3)o2)cc1 | 17 | 22% | 15% | 2% | -4% | 0% | 5% | -9% | 16% | -20% | -1%
COc1ccc(NC(=O)CN2CCC(C(N)=O)(N3CCCCC3)CC2)cc1 | -1 | 0% | 0% | 5% | 2% | 1% | 2% | 0% | -3% | 2% | -1%
N/C(=N\OC(=O)c1ccc2c(c1)OCO2)c1ccc([N+](=O)[O-])cc1 | -2 | u | 20% | u | u | 6% | 9% | u | u | 3% | u
Cc1nn(Cc2ccc(F)cc2)c(C)c1NC(=O)c1cnn2c1NC(c1cccs1)CC2C(F)(F)F (configuration not stated) | -3 | -6% | -1% | -4% | -3% | -3% | -4% | 2% | u | -1% | 6%
O=C(N/N=C/c1ccccn1)c1cc(-c2ccccc2Cl)n[nH]1 | -1 | 4% | 16µM* | 8% | -2% | 23% | -3%[10 µM] | 24µM* | 3% | 9% | 3%
Cc1ccc(CN2C(=O)CCC2C(=O)NCc2ccco2)cc1 (configuration not stated) | 4 | 0% | 10% | 1% | 3% | 0% | 0% | 1% | -2% | 0% | -2%
CNC(=S)NNC(=O)COc1ccc(C)c(C)c1 | -4 | 78% | 6.3µM* | 12% | -4% | 5% | 7.1µM* | -19% | u | 22% | 0%
CCN(CC)S(=O)(=O)c1ccc2c(c1)c(=O)c(C(=O)N1CCN(c3ccccn3)CC1)cn2C | -5 | -1% | -1% | 0% | -4%[1.84 µM] | -6% | 3% | -1% | -14% | -1% | -8%
CC(=O)Nc1ccccc1C(=O)C(=O)Nc1ccccc1 | 1 | 0% | 11% | 2% | u | u | 1% | 2% | u | 6% | u
Cc1ccc(NC(=O)COC(=O)CCc2c(C)nc3ncnn3c2C)cc1 | x | 4% | x | 7% | x | u | x | x | 0% | 2% | x
COc1cccc(NC(=O)CSc2nnc(CN3CCOCC3)n2C)c1 | 1 | -10% | 4% | 2% | 8% | 4% | -3% | 4% | -8% | 0% | 0%
COC(=O)c1sccc1NS(=O)(=O)c1ccccc1 | 2 | -10% | -6% | 0% | 0% | -5% | 2% | -1% | -3% | 0% | -1%
O=C(CSc1nnc2n1CCCCC2)Nc1ccc(N2CCOCC2)cc1 | 1 | 23% | -25% | 2% | -2% | 8% | -5% | 17µM* | 4% | 5% | 1%
C=CCOc1ccccc1CN1CCCC(CCC(=O)N(C)CCc2ccccn2)C1 (configuration not stated) | -1 | -4% | -6% | -1% | 13% | 0% | 3% | 2% | 1% | -6% | 2%
CCOC(=O)c1cc(NC(=O)N(C(C)C)C(C)C)c(C)nc1C | 1 | -4% | 20% | -1% | -1% | 1% | -1% | 1% | 1% | -4% | 1%
c1cncc(CSc2nnc3ccc(-c4cccs4)nn23)c1 | 4 | 3% | u | -12% | -2% | 6% | u | -8% | u | -3% | -4%
COc1ccc(S(=O)(=O)N2CCN(CCc3ccccc3)CC2)cc1 | 2 | 0% | -16% | -7% | 0% | 12% | 3% | -1% | -30% | -3% | 2%
O=C(CC1CCCCC1)Nc1ncn[nH]1 | -15 | 15% | -14% | 0% | 5% | -2% | -18% | -6% | 6% | -2% | 1%
CCCC[C@H](CC(=O)c1ccccc1)[C@@H](OC(C)=O)C(=O)Oc1c(C(C)C)cccc1C(C)C | u | -10% | x | -4% | 0% | 4% | x | 6% | -14% | 0% | 0%
Cc1cc(C(=O)N2CCN(S(C)(=O)=O)CC2)cs1 | 5 | 18% | -33% | 3% | -6% | -1% | 0% | 0% | 1% | 0% | -2%
O=C(Oc1ccc(-c2nnco2)cc1)c1ccc(F)c(S(=O)(=O)N2CCOCC2)c1 | 0 | 1% | x | 0% | 7% | 4% | x | 4% | -12% | -7% | 4%
Cc1c(NC(=O)CN2c3cccc4cccc(c34)S2(=O)=O)c(=O)n(-c2ccccc2)n1C | -4 | -25% | u | 0% | 1% | -21% | 1% | 1% | -17% | -5% | 1%
CC(C)(C)NCCOCCOc1ccc(Cl)cc1C(C)(C)C | -2 | -15% | 6% | -8% | -3% | -2% | 1% | -1% | -4% | 0% | -3%
Cc1cc(C)nc(NC(=O)c2ccc(C)c(C)c2)n1 | 4 | 54% | 42% | 6% | 7% | 11% | -7% | u | u | -4% | -1%
O=C(NC(=S)Nc1ccc(-c2nc3ncccc3o2)cc1)c1ccccc1F | -1 | -9% | -44% | 2% | 1% | 1% | -3% | 0% | 11% | -2% | -3%
Cc1cc(/C(N)=N/OC(=O)Nc2cccc(C(F)(F)F)c2)no1 | -1 | -19% | u | -2% | 2% | 5% | 0% | -14% | 0% | 3% | 1%
Cc1sc(NC(=O)CS(=O)(=O)c2ccccc2)c(C#N)c1C | 6 | u | x | u | u | 13% | x | u | u | -12% | 21%

Compounds as they come; any-hit rate near 15%.
